# Source: PubChem (several laboratories)
# Diaph act CS = diaphorase activation or chemical reduction counter-screen; hit rate 0.005% among 190,000; AID 1229; activation factor at 20 µM; Diaphorase/resazurin coupled assay, resorufin fluorescence, 16 min; active compounds read high; 1 = vehicle wells, 0 = NADH-free wells;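 active = diaphorase activity raised at least twofold by the compound at 20 µM; inactive = activation factor below 2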
#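 Test system: Clostridium kluyveri diaphorase, purified enzyme; input: enzyme 0.07 U/mL final; buffer or medium: 50 mM HEPES pH 7.4 with 4.542 mM MgCl2, 0.005% Tween 20; also added: 0.114 mM NADH and 0.1 mM resazurin, final amounts; schedule: 16 min enzyme reaction, ambient temperature; technique: fluorescence of resorufin, 544 nm excitation, 590 nm emission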
# ROMK primary = modulators of human ROMK potassium channel; P48048; Tet-inducible ROMK, thallium flux fluorescence; actives lie on both sides; B-score at 10 µM; hit rate 2% among 130,000; AID 1918;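 active = signal ratio slope over the read window, or its plate-corrected B-score, at least 3 SD from the plate mean, either direction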;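 also: B-score of the F/F0 ratio slope over 7 to 12 s after thallium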
# PPARg SRC-2 ag = PPARgamma-driven SRC-2 recruitment agonism; hit rate 0.34% among 200,000; activation, % at 8 µM; AID 1032; PPARgamma LBD-SRC-2 recruitment, biochemical; P37231; in the data active = activation above about 22%;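 also: 0% = vehicle and 100% = reference agonist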
# Target sequence (P37231 whole entry, looked up, the tested form may be a part): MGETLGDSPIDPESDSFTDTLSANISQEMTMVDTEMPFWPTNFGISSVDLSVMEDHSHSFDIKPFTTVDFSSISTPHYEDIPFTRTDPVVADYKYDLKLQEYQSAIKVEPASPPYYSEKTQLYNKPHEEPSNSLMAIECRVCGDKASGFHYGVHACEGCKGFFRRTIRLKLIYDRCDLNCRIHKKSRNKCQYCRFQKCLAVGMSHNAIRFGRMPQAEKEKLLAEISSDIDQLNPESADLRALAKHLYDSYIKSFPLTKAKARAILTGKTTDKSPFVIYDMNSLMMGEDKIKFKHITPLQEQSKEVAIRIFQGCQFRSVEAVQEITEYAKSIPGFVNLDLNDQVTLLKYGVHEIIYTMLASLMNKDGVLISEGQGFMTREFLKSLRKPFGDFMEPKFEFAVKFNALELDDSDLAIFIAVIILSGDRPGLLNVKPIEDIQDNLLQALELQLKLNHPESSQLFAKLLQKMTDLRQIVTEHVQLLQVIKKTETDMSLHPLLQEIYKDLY
# PPARg SRC1 recr = PPARgamma-driven SRC-1 recruitment agonism; P37231; PPARgamma-SRC-1 coactivator recruitment biochemical assay; activation, % at 8 µM; hit rate 0.41% among 200,000; AID 631; in the data active = activation above about 19%;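 also: 0% = DMSO and 100% = reference agonist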
# Diaph inh CS = diaphorase inhibition or chemical oxidation counter-screen | diaphorase resazurin-to-resorufin fluorescence, NADH, 16 min; bacterial (C. kluyveri) enzyme, not human | inhibition, % at 20 µM | hit rate 0.69% among 190,000;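 active = primary screen inhibition at 20 µM above a set limit, cut at about 50% in these data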;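 also: plate controls were DMSO with full reaction for no effect and wells lacking NADH for full effect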
#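 System: Diaphorase enzyme from Clostridium kluyveri | Amount: Enzyme working solution with 0.14 U/mL diaphorase | Benchmarks: No-NADH positive control and DMSO neutral control | Signal: Fluorescence of resorufin formed from resazurin, Ex 544/Em 590 nm | Schedule: 16-min room-temperature incubation before reading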
# PMI act = phosphomannose isomerase (human) activation. purified human PMI, coupled resazurin fluorescence, 20 min; active compounds read high; 1 = vehicle control, 0 substrate-free wells. activation factor at 20 µM. hit rate 0.005% among 190,000. AID 1214;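 active = activation factor of 2 or more at 20 µM, relative to plate controls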
# G6PDH counter = L. mesenteroides G6PDH inhibition counter-screen | Purified L. mesenteroides G6PDH, diaphorase/resazurin coupled fluorescence, 45 min | inhibition, % at 5 µM | hit rate 0.12% among 200,000 | AID 1020; in the data active = inhibition above about 50%
# PPARg SRC3 recr = promotes SRC-3 coactivator recruitment by human PPARgamma. AID 731. hit rate 0.26% among 200,000. biochemical PPARgamma/SRC-3 coactivator recruitment assay. activation, % at 8 µM. P37231; in the data active = activation above about 23%;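 also: 0% = DMSO and 100% = reference agonist; some compounds past the cut are filed as inactive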
# PMI act hi M6P = PMI (human) activation, high substrate; activation factor at 20 µM; AID 1216; P34949; hit rate 0.34% among 190,000; coupled PMI enzyme assay, resazurin fluorescence, 20 min; active compounds read high; 1 = untreated enzyme, 0 = substrate-free blank;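 active = activation factor of 2 or more at 20 µM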
#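 Technique: Diaphorase-driven resazurin-to-resorufin fluorescence, excitation 544, emission 590 nm | Assay system: Human PMI in coupled enzyme assay | Times: Enzyme reaction with compound 20 min at room temperature | Medium: HEPES-buffered pH 7.4 with magnesium and detergent | Reagent: Mannose-6-phosphate 1.0 mM (near-saturating) plus 0.22 mM NADP+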
# SRC2 TRFRET art = TR-FRET artefact, counter-screen to PPARgamma/SRC-2 agonist assay; active compounds read high; TR-FRET ratio at 8 µM; hit rate 0.4% among 200,000; in the data active = TR-FRET ratio above about 2000; also: inactives centre near 1500
# S1P3 antagonist = S1P3 (human) receptor antagonism | Q99500 | CHO S1P3 NFAT-BLA reporter, FRET fluorescence, antagonist mode | inhibition, % at 4.98 µM | hit rate 0.27% among 170,000;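 active = inhibition above the plate cutoff, the mean inhibition of test wells on that plate plus 3 SD, cut at about 28% in these data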;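 also: cells challenged with S1P at its EC80 of 0.8 µM; blue over green emission ratio from cleaved BLA substrate after 4 h stimulation; 0% = S1P-stimulated wells and 100% = unstimulated DMSO-only wells; some compounds past the cut are filed as inactive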
# Target sequence (Q99500 whole entry, looked up): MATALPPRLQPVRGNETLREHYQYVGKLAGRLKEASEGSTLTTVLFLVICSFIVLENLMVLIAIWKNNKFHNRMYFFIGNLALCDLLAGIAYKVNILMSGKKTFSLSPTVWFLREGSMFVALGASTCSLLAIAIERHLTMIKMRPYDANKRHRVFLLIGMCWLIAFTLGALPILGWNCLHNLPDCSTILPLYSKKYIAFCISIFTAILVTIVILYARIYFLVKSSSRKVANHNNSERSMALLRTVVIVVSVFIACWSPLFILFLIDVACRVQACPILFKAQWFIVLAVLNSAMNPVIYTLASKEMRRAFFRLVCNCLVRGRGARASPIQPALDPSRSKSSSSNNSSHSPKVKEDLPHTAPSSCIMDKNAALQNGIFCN
# An asterisk follows results filed as active; / = no result given.
SMILES,Diaph act CS,ROMK primary,PPARg SRC-2 ag,PPARg SRC1 recr,Diaph inh CS,PMI act,G6PDH counter,PPARg SRC3 recr,PMI act hi M6P,SRC2 TRFRET art,S1P3 antagonist
COc1ccc(C(=O)NC2CC(C)(C)Cc3occc32)cc1 (stereo not given),1,/,5,-1,-4,0.9,4,3,1,1448,1
Cc1ccc(NS(=O)(=O)c2ccc(C)c(NC(=O)COc3ccccc3)c2)c(C)c1,0.8,-1.1,-1,-1,20,0.8,0,-3,1,1556,-1
COC(=O)c1ccc(Oc2c(C)oc3cc(OCc4cnn(-c5ccccc5)c4)ccc3c2=O)cc1,0.8,/,4,12,21,0.8,-33,16,0.8,1603,/
CCC(=O)NCCc1nc2ccccc2n1CC(=O)c1ccccc1,1,-0.62,-2,-2,-1,1.1,5,-2,1,1429,2
CCOc1ccc(NC(=O)C2CC(=O)N(C(C)C)C2)cc1 (stereo not given),0.8,/,5,-7,20,0.9,-10,2,0.9,1437,-15
CCOc1ccccc1C1CC(=O)NC(SCC)=C1C#N (stereo not given),0.8,-0.12,-1,-1,17,0.8,1,-9,0.8,1441,-10
COC(=O)c1ncn(C2OC(COC(C)=O)C(OC(C)=O)C2OC(C)=O)n1 (stereo not given),1,0.056,1,7,1,1.1,6,2,1.1,1517,-9
CN(C)NC(=O)C(NC(=O)c1ccc(N)cc1)C12CC3CC(CC(C3)C1)C2 (stereo not given),1,-0.058,0,7,5,1.6,0,3,1.9,1588,-1
CCOC(=O)CC(NC(=O)c1ccc(C)cc1)c1ccc(C)cc1 (stereo not given),0.9,/,12,5,8,1,1,17,1,1754,/
CCN(C(=S)Nc1ccc(C(C)=O)cc1)C1CCCCC1,0.9,0.22,8,0,8,0.9,1,1,0.9,1675,-4
CCSc1nc(=O)n(-c2ccccc2)c(C)c1C(C)=S,0.7,0.15,3,1,31,1.1,0,-10,1.1,1401,/
CC1=C(C(N)=O)C(c2ccccc2)n2nc(-c3cccc(C)c3)nc2N1 (stereo not given),0.9,/,-6,2,11,1,2,-6,1,1408,6

# Copied from the list.
# Under Diaph act CS, `COc1ccc(C(=O)NC2CC(C)(C)Cc3occc32)cc1` (stereo not given) shows 1
# Under Diaph act CS, `CC1=C(C(N)=O)C(c2ccccc2)n2nc(-c3cccc(C)c3)nc2N1` (stereo not given) shows 0.9
# Under ROMK primary, `CCN(C(=S)Nc1ccc(C(C)=O)cc1)C1CCCCC1` shows 0.22

# More compounds follow.
SMILES,Diaph act CS,ROMK primary,PPARg SRC-2 ag,PPARg SRC1 recr,Diaph inh CS,PMI act,G6PDH counter,PPARg SRC3 recr,PMI act hi M6P,SRC2 TRFRET art,S1P3 antagonist
Cc1ccc(C2C(C(=O)O)c3ccccc3C(=O)N2C)c(C)c1 (stereo not given),0.8,-0.0053,-6,11,16,1,-2,-1,1,1735,-13
CCCN1CCN(C(=O)c2nn(-c3ccc(OC)cc3)c(=O)c3c2c2ccccc2n3C)CC1,1,0.86,0,4,3,1.1,2,6,1.1,1592,-12
CN(CC(=O)Nc1ccc(F)cc1)c1ccc(S(=O)(=O)N2CCCC2)cn1,0.9,0.5,7,6,5,1,3,6,1,1832,-18
CC(C)(C)C1CCC(OCC(O)CN2CCCC2)CC1 (stereo not given),1.1,-0.92,-10,-3,-14,1,10,-1,1,1408,11
CSc1nnc(Cn2c(=O)sc3ccccc32)n1-c1ccccc1,1,/,4,2,4,1.1,0,2,1,1779,10
CCCCNC(=O)CCn1c(=O)c2ccccc2n(Cc2cc(C)ccc2C)c1=O,1,0.23,0,-2,4,0.9,10,-3,1,1546,-9
Cc1ccc(-n2nc(C(=O)NCc3ccco3)c3c4ccccc4n(C)c3c2=O)cc1,0.9,-0.22,-3,-6,7,1,0,6,1,1578,-17
O=C(Cn1cc(C(F)(F)F)cc(Cl)c1=O)NCCc1ccccc1,1,0.22,14,3,4,1,-8,3,1.1,1480,-1
CC(=O)Nc1ccc(S(=O)(=O)N(C)CC(=O)Nc2ccccc2N2CCOCC2)cc1,0.9,-0.045,4,4,7,1,0,2,1,1497,-19
Cc1c(NS(=O)(=O)c2ccc(Cl)c(C(=O)OCC(=O)NCc3ccco3)c2)c(=O)n(-c2ccccc2)n1C,0.9,-0.41,13,5,11,1,8,6,1.1,1597,-13
COc1ccc(S(=O)(=O)N(C)CC(=O)NCCC2=CCCCC2)cc1C,0.8,/,14,7,15,1,-4,5,1,1851,/
CN(C)c1ccc(P(=O)(Nc2cccc(C(F)(F)F)c2)N2CCOCC2)c(NC(=O)c2cccs2)c1 (stereo not given),0.8,-0.65,2,-4,19,0.8,0,1,0.8,1456,-12
CCCCN(CC(=O)Nc1c(C)cccc1CC)C(=O)SCC,1,0.002,4,0,2,1,4,1,1.1,1618,/
Cc1ccc(S(=O)(=O)NC(=O)Nc2ccccc2F)cc1,1,-0.12,8,1,4,1.1,5,-4,1,1704,/
COc1cc2c(cc1OC)-c1cc(N3CCCc4ccccc43)nc(=O)n1CC2,0.5,/,14,5,48,1.1,11,13,1.1,1544,38
Cc1cc(-c2n[nH]c(=S)n2Cc2ccco2)n(C)n1,1,/,0,5,0,1,3,7,1,1655,-11
O=C1NC(c2ccccc2)=C(c2nc3ccccc3s2)C(c2ccccc2)N1 (stereo not given),0.8,0.16,7,7,19,0.8,0,7,0.9,1514,/
CC(C)c1nc2n[nH]c(N)c2c2c1CSC(C)(C)C2,0.9,-0.5,2,3,13,0.9,4,-2,0.9,1587,/
O=C(C1Cc2ccccc2CN1S(=O)(=O)c1ccc(F)cc1)N1CCCCCC1 (stereo not given),1.1,0.063,0,2,-9,0.9,3,-13,1,1326,-3
COc1ccc(C(=O)NCc2cccnc2)cc1S(=O)(=O)N1CCCc2ccccc21,0.9,0.14,9,8,8,1,10,11,0.9,1665,-22
NC(=O)C(c1ccccn1)c1ncc(C(F)(F)F)cc1Cl (stereo not given),1,-0.57,2,2,-1,1,12,1,1,1483,-7
COc1ccc2c(-c3ccccc3)cc3nnnn3c2c1,0.8,-0.27,1,-6,17,0.9,2,0,0.9,1497,-18
COc1ccc(C(=O)Nc2ccc(O)cc2C(=O)O)cc1,0.9,0.27,-7,-8,6,1,-3,-3,1,1403,-17
O=C(N1CCN(CCO)CC1)N1c2ccccc2C=Cc2ccccc21,0.9,1.7,-2,1,11,1,3,-2,0.9,1503,0
Cc1cccc(NC(=O)C(C)OC(=O)c2ccccc2NS(=O)(=O)c2cc(C)c(C)c([N+](=O)[O-])c2)c1 (stereo not given),0.8,-3*,0,4,22,1,-2,-4,1,1362,-5
CCOC(=O)CSC1=C(C#N)C(c2ccccc2OCC)C(C#N)C(=O)N1 (stereo not given),1,3.2*,14,16,4,1.4,5,15,1.4,1775,-6
O=C(N/C=N/OCc1ccc(Cl)cc1Cl)NOCc1c(Cl)cccc1Cl,1,-0.17,-1,-1,5,1,-1,-6,1,1728,/
Oc1c(C=Nc2cccc3nsnc23)ccc2ccccc12,0.4,-0.77,9,2,63*,0.3,44,4,0.4,1489,/
CCS(=O)(=O)N1CCC(C(=O)N2CCN(Cc3ccccc3)CC2)CC1,0.9,-0.33,-1,-10,10,1,5,3,0.9,1789,-3
Cc1nn(C)cc1/C=C1\CCC/C(=C\c2cn(C)nc2C)C1=O,1.1,1.4,6,-5,-7,1,4,-7,1,1526,/
COC(=O)C1=NN(C(=O)c2ccc(Br)cc2)C(O)(C(C)(C)C)C1 (stereo not given),1,0.0026,2,-2,-2,1.1,14,-2,1.1,1499,-6
C=CCN1C(=O)C(Cc2ccc(Br)cc2)S/C1=N\N=C\c1ccco1 (stereo not given),1,/,6,3,4,1.1,7,8,1.1,1583,/
O=C(Oc1ccc(N(C(=O)c2ccncc2)S(=O)(=O)c2ccc(Cl)cc2)cc1)c1ccncc1,0.8,0.16,8,10,25,0.9,5,3,1,1520,5
Cc1ccc(S(=O)(=O)c2cccc(S(=O)(=O)N3CCCC3)c2)cc1S(=O)(=O)N1CCCC1,0.9,/,10,-3,14,0.9,7,-3,1,1542,/
Oc1oc(-c2ccccc2)nc1C=NCc1ccccc1,0.9,-0.47,5,4,7,1,8,-1,1,1563,/
COc1ccc(S(=O)(=O)NC(C)C(=O)Nc2ccccc2F)cc1 (stereo not given),0.9,/,6,9,12,1,3,3,1,1672,0
O=C1CC(SCc2nc3ccccc3[nH]2)C(=O)N1c1cccc(Cl)c1 (stereo not given),0.9,-0.76,17,-1,8,0.9,0,10,0.9,1676,/
Cc1ccc(C(=O)c2cnc3cc4c(cc3c2S(=O)(=O)c2ccccc2)OCCO4)cc1,0.8,/,0,-7,20,0.9,19,-2,0.9,1863,-1
Cc1ccc(S(=O)(=O)N(CC(=O)Nc2cccc([N+](=O)[O-])c2)C2CCCCC2)cc1,0.8,/,4,5,19,0.8,7,3,0.8,1571,/
O=C(Nc1ccc(NC(=O)c2cccs2)cc1)c1cccnc1,1,0.00073,2,2,2,1,4,0,1,1669,-2
CCOCCn1c(SCC)nc2c1c(=O)[nH]c(=O)n2C,1.2,/,8,0,-23,1.2,14,9,1.2,1571,/
CC(C)(C)n1ncc2c(=O)n(CC(=O)N3CCCCC3)cnc21,0.9,-0.63,-7,-5,10,0.9,3,-2,0.9,1526,6
NC(=O)COc1ncnc2scc(-c3ccc(F)cc3)c12,0.8,0.84,-2,1,16,0.9,18,3,0.8,1479,-7
FC(F)(F)c1ccc2c(c1)[nH]c(=S)n2C1CC1,0.9,1.3,6,8,12,1,4,7,1,1669,-10
CCC(C)(C)n1nnnc1C(c1cc2cc(OC)ccc2[nH]c1=O)N1CCc2ccccc21 (stereo not given),0.5,/,3,6,46,1.1,-1,17,1.5,1518,-9
CCCSc1nnc(NC(=O)c2ccco2)s1,0.7,-0.43,5,3,27,1.2,3,-4,1.1,1709,4
O=C(Nc1ccon1)c1cc(-c2ccccc2)nc2ccccc12,0.9,/,7,-2,8,1,2,0,1,1847,-1

# Part of the list above, with two lines to a compound:
# The line under a structure holds: Diaph act CS, ROMK primary, PPARg SRC-2 ag, PPARg SRC1 recr, Diaph inh CS, PMI act, G6PDH counter, PPARg SRC3 recr, PMI act hi M6P, SRC2 TRFRET art, S1P3 antagonist
Cc1ccc(C(=O)c2cnc3cc4c(cc3c2S(=O)(=O)c2ccccc2)OCCO4)cc1
  0.8, /, 0, -7, 20, 0.9, 19, -2, 0.9, 1863, -1
CCC(C)(C)n1nnnc1C(c1cc2cc(OC)ccc2[nH]c1=O)N1CCc2ccccc21 (stereo not given)
  0.5, /, 3, 6, 46, 1.1, -1, 17, 1.5, 1518, -9
